Growth percent in the NCI-60 one-dose screen (48 h, 10 µM unless noted): 100 = growth as untreated, 0 = no growth, -100 = all killed.
MDA-MB-231 = MDA-MB-231 breast cancer; hit rate 5% among 81,000
T-47D = T-47D breast cancer. hit rate 5% among 79,000
HS 578T = HS 578T breast cancer | hit rate 4.1% among 78,000 | AID 1794788
SR = SR leukemia cells | hit rate 8.7% among 73,000
K-562 = K-562 leukemia | hit rate 7.4% among 78,000 | AID 1794777
BT-549 = BT-549 breast cancer | hit rate 4.4% among 78,000
MDA-MB-468 = MDA-MB-468 breast cancer; hit rate 8.5% among 78,000; AID 2202374
MCF7 = MCF7 breast cancer. hit rate 6.3% among 82,000. AID 1794796
* = called active by the depositor; nt = no result given; & = joins results of further samples; [ ] = another dose, or the depositor's remark. The calls were made as follows: active = growth percent below 10; inactive = the rest.

The opening two entries as a preview:
Every second line gives: MDA-MB-231	T-47D	HS 578T	SR	K-562	BT-549	MDA-MB-468	MCF7
1. N=C(N)SCc1cccc2ccccc12
    79	87	nt	86	60	nt	63	83
2. COc1ccc(-c2cc(-c3cccn3C)c(C#N)c(=O)n2Cc2ccccc2)cc1OC
    123	99	145	91	50	106	94	99

All compounds of this part, from the first entry:
Every second line gives: MDA-MB-231	T-47D	HS 578T	SR	K-562	BT-549	MDA-MB-468	MCF7
1. N=C(N)SCc1cccc2ccccc12
    79	87	nt	86	60	nt	63	83
2. COc1ccc(-c2cc(-c3cccn3C)c(C#N)c(=O)n2Cc2ccccc2)cc1OC
    123	99	145	91	50	106	94	99
3. Cc1nn(-c2ccc(Cl)cc2)c2ncnc(N/N=C/c3ccccc3)c12
    88	44	85	104	96	98	81	87
4. Cn1ncc2c(Nc3ccc([N+](=O)[O-])cc3)nc(Cl)nc21
    89	67	nt	nt	85	78	76	81
5. COc1cccc(C(=O)Nc2nc3ccc(Cl)cc3s2)c1
    95	80	111	62	49	101	61	85
6. COc1ccc2c(c1)/C(=C/c1c(-c3cc(OC)c(OC)c(OC)c3Br)nc3sc(C)cn13)C(=O)N2
    66	78	92	64	62	97	nt	99
7. C#CC(C)(CC)NC(=O)c1cc(-c2ccc3c(c2)OCO3)on1 (configuration not stated)
    101	103	100	119	nt	102	108	96
8. C(=N\Nc1nc2ccccc2s1)/c1cccc2ccccc12
    99	71	115	nt	105	100	96	71
9. CC1CCc2c(sc3nc(SCC(=O)c4cccc(Br)c4)n(-c4ccccc4)c(=O)c23)C1 (configuration not stated)
    32	16	58	22	43	79	30	57
10. N/C(=N\c1nc2ccccc2s1)NC(=O)Nc1ccc(Br)cc1
    103	83	96	82	58	97	93	65
11. CN1CCN(CCCNc2nccc(-c3c(-c4ccc(F)c(O)c4)nc4sccn34)n2)S1(=O)=O
    71	90	97	58	66	128	93	85
12. CC(C)=CCC1=C(O)[C@]2(CC=C(C)C)C[C@@H](CC=C(C)C)C(C)(C)[C@](C(=O)c3ccccc3)(C1=O)C2=O
    69	89	93	92	101	92	87	93
13. COc1ccc(-c2nc(SCCC(C)C)nc(N/N=C\c3ccc(Cl)cc3)c2C#N)cc1
    68	75	65	34	73	76	59	72
14. Cc1ccc2c(n1)C(=O)C(Cl)=C(Nc1ccc(C)c(C)c1)C2=O
    49	3.3*	33	28	4.1*	nt	-25*	-61*
15. O=C(NCCNc1cc(-c2cn(-c3ccccc3)nc2-c2cccc(O)c2)ccn1)Nc1cccc(C(F)(F)F)c1
    70	91	72	84	80	101	72	79
16. Cc1ccc(-c2n[nH]c(=O)c3noc(-c4ccc(C)cc4)c23)cc1
    58	29	22	10	13	38	-8.9*	20
17. O=c1c2cccc3c(N4CCCC4)ccc(c32)c2nc3ccccc3n12
    77	72	67	20	76	71	80	50
18. Cc1ccc(-c2cc3nc(N(C)C)nc(-c4ccco4)n3n2)cc1
    64	75	66	70	84	90	91	73
19. O=C(Nc1ncc(Cc2cc(C(F)(F)F)ccc2Cl)s1)c1ccc2nnsc2c1
    77	38	89	73	39	76	39	67
20. CC(=O)[C@@H]1CC[C@]2(CO)CC[C@]3(C)[C@H](CC[C@@H]4[C@@]5(C)CCCNC(C)(C)[C@@H]5CC[C@]43C)[C@@H]12
    107	103	96	87	nt	101	106	87
21. Cc1ccc(C2SCC(=O)N2NC(=O)c2[nH]c3ccc(F)cc3c2-c2ccccc2)cc1 (configuration not stated)
    86	91	95	76	76	93	96	93
22. COc1ccc(S(=O)(=O)NCCNc2nccc(-n3ccc4cccnc43)n2)cc1
    96	88	90	91	98	82	88	102
23. Cc1ccc(C2C3CC4CCCCC4N3[C@@]3(C(=O)Nc4cc(Cl)ccc43)C2C(=O)c2nc3ccccc3[nH]2)cc1 (some centres not stated)
    31	27	61	21	26	53	-11*	14
24. CC1CCN(C(=O)CCCl)c2ccccc21 (configuration not stated)
    85	121	87	113	147	96	108	98
25. Fc1cccc(Cl)c1-c1nnc(CN2C=NC3C(N4CCOCC4)=NC=NC32)o1 (configuration not stated)
    96	109	101	107	102	113	106	98
26. CCn1cc(C2NC(=O)c3cc(F)ccc3N2)c2cccc(Cl)c21 (configuration not stated)
    19	58	12	-10*	5.3*	27	7.0*	15
27. OCCN(CCO)c1cc2c3ccccc3ccc2c2ccccc12
    59	73	92	93	60	79	69	73
28. CN(C)c1ccc(C(=C2C=CC(=[N+](C)C)C=C2)c2c(O)c(S(=O)(=O)O)cc3cc(S(=O)(=O)O)ccc23)cc1
    93	102	nt	nt	105	100	102	110
29. O=C1c2ccccc2C(=O)N1CN1CCOCC1
    109	104	112	111	89	108	103	97
30. NC(=O)C(O)C(Br)(Br)Br (configuration not stated)
    92	108	100	97	99	111	108	90
31. CN(C)c1ccc(C(=O)C(=O)c2ccccc2)cc1
    104	87	107	91	102	99	102	98
32. COc1ccc(-c2[nH]ncc2-c2ccncc2)cc1Cl
    93	85	78	nt	98	38	96	79
33. O=c1cc(CO)oc(C(c2cn(-c3ccc(Cl)cc3)nc2-c2ccc(O)cc2)c2oc(CO)cc(=O)c2O)c1O
    99	104	101	108	101	127	106	87
34. CCCC(CCC)C(=O)O
    101	nt	114	90	89	108	103	108
35. CCOC(=O)C1C(=O)C=C(c2ccc(F)cc2)CC1c1sc(N(C)Cc2ccccc2)nc1Cl (configuration not stated)
    73	67	55	86	73	84	56	86
36. CC(C)C1=CC2=CC[C@@H]3[C@](C)(CCC[C@@]3(C)C(=O)OCC#CCN3CCCC3)[C@H]2CC1
    73	41	76	15	19	62	39	56
37. COc1ccc(/C=C2/N=C3N(N=C(CC#N)N3c3ccccc3)C2=O)cc1
    106	nt	103	109	108	104	108	98
38. Clc1cccc(COc2ccc(Nc3ncnc4onc(-c5ccccc5)c34)cc2)c1
    87	91	95	60	86	102	84	76
39. SCCCCCCS
    101	104	105	106	108	104	105	107
40. Cn1cnc([N+](=O)[O-])c1N1c2ccncc2Sc2ccncc21
    85	86	98	nt	83	113	nt	101
41. CC(=O)Nc1ccc(/C=C2\C(=O)NC(=S)N2/C=C(\C#N)c2ccc([N+](=O)[O-])cc2)cc1
    110	95	98	78	97	102	94	97
42. COCCOCCOCc1n(Cc2ccc3ccccc3n2)c2ccccc2[n+]1Cc1ccc2ccccc2n1
    18	-4.3*	47	9.6*	19	9.8*	-17*	9.3*
43. Cn1c2ccc(Br)cc2c2c3c(c4c5ccccc5ccc4c21)C(=O)NC3=O
    101	113	112	90	96	110	125	85
44. C#CCOC(=O)[C@H](CC)[C@H]1CC[C@H](C)[C@H]([C@@H](C)[C@H](O)[C@H](C)C(=O)[C@H](CC)C2O[C@]3(C=CC(=O)[C@]4(CC[C@@](C)([C@H]5CC[C@](O)(CC)[C@H](C)O5)O4)O3)[C@H](C)C[C@@H]2C)O1 (some centres not stated)
    69	45	74	49	56	78	65	60
45. CN1C[C@]2(NC(=S)N(Cc3ccccc3)C2=O)[C@]2(C1)C(=O)NC1C=CC(Cl)=C[C@H]12 (some centres not stated)
    95	105	93	95	89	99	100	104
46. OCc1ccc(O)c(CO)n1
    104	105	109	105	107	99	98	110
47. N#Cc1ccc(CC(=O)c2ccccc2)[nH]c1=O
    97	110	116	99	96	94	115	95
48. Cc1cc2c(c(C)c1Cl)C(=O)/C(=C/c1ccc(C(C)C)cc1)O2
    82	96	102	92	101	98	104	78
49. O=C(N/N=C/c1c(Cl)cccc1Cl)c1cccnc1Nc1cccc(C(F)(F)F)c1
    56	16	112	54	74	43	27	23
50. NCCCc1nn2c(CCC(=O)c3nc4ccccc4[nH]3)nnc2s1
    107	92	nt	nt	nt	99	111	98
51. COc1ccc2c(c1)c(CC(=O)OCC(C)c1ccc(CC(C)C)cc1)c(C)n2C(=O)c1ccc(Cl)cc1 (configuration not stated)
    93	86	100	104	76	113	88	88
52. O=[N+]([O-])c1ccc(/C=C\c2ccc([N+](=O)[O-])cc2)cc1
    118	106	nt	94	93	94	108	96
53. C[C@H]1[C@H](C)CC[C@]2(C(=O)O)CC[C@]3(C)C(=CC[C@@H]4[C@@]5(C)C/C(=C/c6ccco6)C(=O)C(C)(C)[C@@H]5CC[C@]43C)[C@H]12
    -82*[100 µM]	-14*[100 µM]	-14*[100 µM]	31[100 µM]	7.1*[100 µM]	-62*[100 µM]	-38*[100 µM]	-75*[100 µM]
54. S=c1[nH]ccs1
    108	101	82	nt	112	95	96	105
55. Clc1ccc(C2=NN(c3cc(Cl)cc(Cl)c3)C(c3cccc(Nc4ccnc5cc(Cl)ccc45)c3)C2)cc1 (configuration not stated)
    98	76	nt	93	88	106	74	87
56. CCOc1ccccc1N(CCO)CCO
    122	88	nt	98	111	106	110	98
57. COc1cc(C(=O)n2nc(-c3cccnc3)nc2N)cc(OC)c1OC
    115	94	93	113	104	121	104	94
58. O=C(O)CNC(CO)(CO)CO
    126	106	101	96	109	106	110	102
59. COc1cc(C=O)ccc1Oc1nc(NCCO)nc(N2CCOCC2)n1
    94	94	98	98	104	101	100	95
60. Cc1ccc(-n2c(C)c(-c3ccccc3)c(-c3ccccc3)c2C)cc1
    82	57	99	24	44	82	64	69

Continuation.
Every second line gives: MDA-MB-231	T-47D	HS 578T	SR	K-562	BT-549	MDA-MB-468	MCF7
61. N#CCNc1ccc(C(=O)O)cc1
    104	99	105	99	97	106	93	99
62. CCOC(=O)c1cc(C(=O)c2ccc(Br)cc2)n2ccc(OC)cc12
    82	91	60	99	92	91	91	87
63. OCc1[nH]nc(-c2ccccc2)c1[C@@H](NCc1ccccc1)c1ccccc1
    90	85	96	92	94	102	103	100
64. NS(=O)(=O)c1ccc(C(=O)N2N=C(c3ccccc3)CC2c2ccccc2)cc1 (configuration not stated)
    84	98	95	98	100	91	68	92
65. CC1CC2(c3ccccc3)N(CCc3cncn32)C1=O (configuration not stated)
    99	113	106	117	114	96	83	95
66. CCc1cc(Cl)c(OC)c(C(=O)NCC2CCCN2CC)c1O (configuration not stated)
    51	81	89	82	nt	89	77	96
67. c1ccc(-c2nc3ccccc3[nH]2)c(OCCCCCOc2ccccc2-c2nc3ccccc3[nH]2)c1
    70	111	89	2.1*	-12*	89	nt	20
68. N#CCC1=NC(c2cccs2)=Nc2ccccc2S1
    90	70	96	91	87	87	82	97
69. COc1cc(/C=C/C(=O)c2ccc(Nc3ncnc4ccccc34)cc2)cc(OC)c1OC
    88	86	89	22	33	66	57	26
70. O=C1CCN(Cl)C(=O)N1Cl
    120	89	106	100	103	100	110	100
71. COc1ccc(OC2=C(C#N)C(=N)N3c4ccccc4Sc4ccccc4C3N2)cc1 (configuration not stated)
    61	87	nt	104	148	97	94	96
72. Cc1cc2nc3c4cc(F)ccc4n(CC#N)c3nc2cc1C
    47	58	88	100	95	81	114	42
73. COc1ccc(OC)c(-c2cn3nc(-c4cn(C)c5ccccc45)sc3n2)c1
    83	87	82	nt	92	104	98	90
74. O=C1C(Cl)=C(Nc2cccc3ccccc23)C(=O)c2ccccc21
    58	34	88	51	27	73	-3.5*	44
75. C/C=C/C=N/N(C(=O)c1cc([N+](=O)[O-])cc([N+](=O)[O-])c1)C1=NC(c2ccccc2)C(c2ccccc2)=NN1 (configuration not stated)
    91	102	91	95	105	95	108	94

Compound profiles, as listed above. Order of values: MDA-MB-231, T-47D, HS 578T, SR, K-562, BT-549, MDA-MB-468, MCF7
O=C1CCN(Cl)C(=O)N1Cl is entered as 120, 89, 106, 100, 103, 100, 110, 100
C/C=C/C=N/N(C(=O)c1cc([N+](=O)[O-])cc([N+](=O)[O-])c1)C1=NC(c2ccccc2)C(c2ccccc2)=NN1 (configuration not stated) is entered as 91, 102, 91, 95, 105, 95, 108, 94
N#CCC1=NC(c2cccs2)=Nc2ccccc2S1 is entered as 90, 70, 96, 91, 87, 87, 82, 97
OCc1[nH]nc(-c2ccccc2)c1[C@@H](NCc1ccccc1)c1ccccc1 is entered as 90, 85, 96, 92, 94, 102, 103, 100

Next records
Every second line gives: MDA-MB-231	T-47D	HS 578T	SR	K-562	BT-549	MDA-MB-468	MCF7
76. O=C(/C=C/c1ccccc1Cl)c1ccc(O)c(CN2CCN(c3cc4c(cc3F)c(=O)c(C(=O)O)cn4C3CC3)CC2)c1
    82	70	45	nt	29	69	40	62
77. Cc1ccc(Nc2c(C(N)=O)cnc3ccc(C(=O)/C=C/c4ccc(Cl)cc4)cc23)cc1
    102	98	92	103	123	106	91	95
78. C=C(C)C(=O)N(C)c1cccc(-c2ccccc2)c1C
    110	98	106	98	102	105	102	101
79. CC(=O)Nc1cccc(C(=O)O)c1
    105	99	106	98	109	105	101	102
80. CCOC(=O)Nc1ccc2c3c(cccc13)-c1ccccc1-2
    35	59	17	14	16	26	-12*	16
81. CCCCCCCCCCCCCCCC(=O)Nc1ccn(C=C=CCO)c(=O)n1
    85	96	98	79	89	74	120	96
82. Clc1ccc2cc(-c3nc4ccccc4[nH]3)c(Cl)nc2c1
    82	88	98	87	90	122	101	95
83. CCCCOCc1cc(CN2CCN(C)CC2)c(O)c2ncccc12
    47	67	79	36	51	62	46	27
84. c1ccc(Nc2ncc3c(n2)-c2cn(-c4ccccc4)cc2CC3)cc1
    83	61	88	nt	91	nt	74	62
85. CCCCCCCCCCCCc1ccc(C(=O)/C=C/C(=O)O)cc1
    29	12	94	-28*	-5.5*	45	-9.5*	-5.2*
86. CC1=Nc2cnc(Nc3ccc(OCCN4CCOCC4)cc3)nc2Nc2ccccc21
    64	60	57	55	59	78	86	89
87. COc1ccc(-c2nc(SCCC(C)C)nc(NC3CC3)c2C#N)cc1
    86&80	87&64	98&91	80	90&77	90&79	137&103	99&95
88. CCCC/C=C/[C@@H]1C[C@H]1CCO
    99	96	101	100	103	97	96	88
89. CC(C)(C)n1nnnc1C(NC12CC3CC(CC(C3)C1)C2)c1c2ccccc2cc2ccccc12 (configuration not stated)
    78	70	112	82	75	103	83	89
90. CCC(C)(O)CCC(C)(O)CC (configuration not stated)
    109	96	108	97	99	107	106	92
91. N#CNc1nc(N)cc(=O)[nH]1
    114&116	110&100	115&127	96&99	101&81	111&131	109&121	96&100

Bioassay records: PubChem, NCI
